# TAG inh: inhibitors of triacylglycerol accumulation, primary screen, cell-based, uHTS, fluorescence, H9c2; inhibition, % at 12.5 µM; H9c2 cells, Nile Red lipid (TAG) fluorescence; cells loaded with 200 µM oleic acid; AID 651582, 2012; 230,000 compounds, 0.66% hits;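 active means pattern-corrected inhibition of lipid staining of at least 50% with the nuclear-stain viability signal not falling by more than 50%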;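 further: 0% = DMSO wells and 100% = triacsin C control wells; some results filed as inactive read as strong as hits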
# TAG inh DAPI viability: recorded beside TAG inh, whose call it bears; DAPI nuclei signal change (viability), lower = more cytotoxic, %;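 whole-well DAPI fluorescence read on a plate reader as a viability signal; minus 50 percent equals half of cells still viable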
# * hit, by the source's call.
1. CC(C)N1C(=O)C(=O)N(CC(=O)N2c3ccccc3NC(=O)CC2C)C1=O (stereo unspecified)
2. O=C(COC(=O)C1CCN(c2ccc(C(F)(F)F)cn2)CC1)c1ccccc1Cl
3. Cc1ccccc1/C=N\NC(=O)c1ccccc1-n1cccc1
4. C[C@@H]1CN([C@H](C)CO)S(=O)(=O)c2ccc(Br)cc2O[C@@H]1CN(C)C(=O)Nc1ccc(C(F)(F)F)cc1
5. CCCOc1ccc(F)cc1-c1cc(C(=O)NCc2ccco2)[nH]n1
6. N/C(=N\OC(=O)c1ccccc1)C(Cc1ccccc1)C(=O)NOC(=O)c1ccccc1 (stereo unspecified)
7. CSc1nc(-c2ccco2)nn1C(=O)c1ccccc1Cl
8. Cc1nc(Cl)sc1C(=O)Nc1ccc(F)cc1

compound no. | 1 | 2 | 3 | 4 | 5 | 6 | 7 | 8
TAG inh | -0.5 | -5.6 | -8.1 | 38.6 | 2.6 | 10.5 | -0.2 | -12.2
TAG inh DAPI viability | 2.9 | 4.2 | 11.4 | -5.2 | 2.5 | -11.4 | -0.8 | 5.6

9. CN(CCc1ccccc1)C(=O)c1cccc(NC(=O)Cc2cccc(NC(=O)C3CCN(C(=O)c4ccccc4)CC3)c2)c1
10. Cc1ccc(OCC(=O)n2nc(C)cc2C)c(C)c1
11. COCCNC(=O)Cn1cc2c(n1)CCC(C)C2 (stereo unspecified)
12. COC(=O)c1cc(Br)c(N)cc1OC
13. Cn1c(-c2ccc(F)cc2)cnc1SCC(=O)N1CCCCC1
14. Cc1ccc(OCCCCN2CCCC(C)C2)c([N+](=O)[O-])c1 (stereo unspecified)
15. Cc1cc(NCc2ccco2)nc(N2CCC(C(=O)NC3CCCCC3)CC2)n1
16. C=CCn1c(=O)[nH]c2nc3cc(N=CN(C)C)c(C)cc3nc2c1=O

compound no. | 9 | 10 | 11 | 12 | 13 | 14 | 15 | 16
TAG inh | 6.8 | 21.9 | -26.2 | -3.8 | 18.5 | -5.7 | -1.7 | 3.2
TAG inh DAPI viability | -7.5 | -10.0 | 3.3 | -0.7 | -1.8 | 1.5 | 16.0 | 0.0

17. Cc1ccc(S(=O)(=O)/N=C2/C=C(C3C(=O)CC(C)(C)CC3=O)C(=O)c3ccccc32)cc1
18. Cc1ccc(-c2nc(CN(C)Cc3ccc4nccnc4c3)c(C)o2)s1
19. Cc1ccc(S(=O)(=O)CCC(=O)OCC(=O)c2c(N)n(CC(C)C)c(=O)n(C)c2=O)cc1
20. CCn1c(CNC(=O)c2ccccc2F)nnc1SCCOc1ccccc1
21. Cc1cc(OCC(=O)N(C)c2ccccc2)cc2c1C(=O)CC(C)(C)O2
22. CC(=O)c1cccc(NC(=O)/C=C/c2ccc([N+](=O)[O-])s2)c1
23. O=C(Cc1ccccc1F)NCC1(N2CCOCC2)CCCCC1
24. Cc1cc2ncn(C(=O)N3CCC(C)CC3)c2cc1C

compound no. | 17 | 18 | 19 | 20 | 21 | 22 | 23 | 24
TAG inh | 14.6 | -29.4 | 3.3 | -1.3 | -18.1 | 47.1 | -3.9 | 4.7
TAG inh DAPI viability | -20.5 | 9.3 | 0.6 | -1.6 | 8.4 | -30.0 | 6.2 | 3.0

25. NC(=O)NC(=O)CC1S/C(=N/N=C2/NC(=O)CS2)NC1=O (stereo unspecified)
26. Cc1ccsc1C(=O)Nc1n[nH]c(C(F)(F)F)n1
27. CCCC(=O)Nc1ccc2c(c1)nc(CN1CCCCC1)n2C
28. COc1ccc(CCN2C(=O)CS/C2=N\NC(=O)c2cccs2)cc1OC
29. O=C(CC1CC1)Nc1ccc2c(c1)[C@@H]1C[C@H](CC(=O)NC3CCCC3)O[C@@H](CO)[C@@H]1O2
30. Cc1cccc(NC(=O)COc2coc(CN3CCN(Cc4ccccc4)CC3)cc2=O)c1
31. COc1cccc(-n2nnnc2SCC(=O)Nc2ccccc2OC)c1
32. CCN(C(=O)COC(=O)c1cccnc1SC)c1c(N)n(Cc2ccccc2)c(=O)[nH]c1=O

compound no. | 25 | 26 | 27 | 28 | 29 | 30 | 31 | 32
TAG inh | -4.0 | 6.1 | -5.1 | -5.7 | 1.8 | 2.3 | -13.4 | 15.5
TAG inh DAPI viability | -2.2 | -9.8 | 0.8 | 8.4 | -6.5 | 6.3 | 8.0 | -4.3

33. O=c1[nH]c2c(c(=O)[nH]1)OCN(Cc1ccccc1)C2
34. CC(C)[C@H](NC(=O)c1ccccc1F)C(=O)NNC(=O)c1cccs1
35. C=CC(=O)NC1CC2CCC1(C)C2(C)C (stereo unspecified)
36. COc1ccc(NC(=O)c2ccc(NC(=O)CSc3nc(N)cc(=O)[nH]3)cc2)cc1
37. CCc1ccccc1OCC(=O)Nc1cc(S(=O)(=O)N(CC)CC)ccc1N1CCOCC1
38. O=c1cc(CSc2nc3ccccc3c(=O)[nH]2)c2ccc(O)cc2o1
39. O=C(Nc1ccc(F)cc1)c1nsc(Cl)c1Cl
40. O=C(O)CCN1/C(=C/C=Nc2ccccc2)Oc2ccccc21

compound no. | 33 | 34 | 35 | 36 | 37 | 38 | 39 | 40
TAG inh | -2.4 | 0.7 | 7.6 | 6.2 | 14.2 | -18.4 | -10.6 | 10.9
TAG inh DAPI viability | -3.3 | 3.6 | -1.1 | -8.5 | -13.1 | 13.5 | 8.0 | -0.9

41. Cc1ccc(C)c(N2CCN(S(=O)(=O)c3cc4c(cc3C)NC(=O)CO4)CC2)c1
42. CCN(C(=O)COC(=O)c1cncc(Br)c1)C1CCS(=O)(=O)C1 (stereo unspecified)
43. CC(=O)OC1C=CN(C(C)=O)C(SC(C)(C)C)C1(C)O (stereo unspecified)
44. O=C(Nc1ccc(C(=O)N2CCCC2)cc1)C1CCCC1
45. CC1=C(C(=O)OCC2CCCO2)C(c2coc3ccc(Cl)cc3c2=O)C2=C(CCCC2=O)N1 (stereo unspecified)
46. Cc1cc(-c2ccccc2)cc(=O)[nH]1
47. CCc1ccccc1N(CC(=O)N1CCN(c2ccccc2)CC1)S(C)(=O)=O
48. COCCCNc1oc(-c2cccs2)nc1S(=O)(=O)c1ccc(C)cc1

compound no. | 41 | 42 | 43 | 44 | 45 | 46 | 47 | 48
TAG inh | 7.2 | -50.1 | 1.9 | 6.6 | -3.9 | -20.1 | 7.3 | -3.2
TAG inh DAPI viability | -5.1 | -11.2 | -4.6 | 1.3 | -5.1 | -5.0 | 8.8 | 0.2

# Part of the list above in order of number of heavy atoms, lowest first:
46. Cc1cc(-c2ccccc2)cc(=O)[nH]1
43. CC(=O)OC1C=CN(C(C)=O)C(SC(C)(C)C)C1(C)O (stereo unspecified)
44. O=C(Nc1ccc(C(=O)N2CCCC2)cc1)C1CCCC1
40. O=C(O)CCN1/C(=C/C=Nc2ccccc2)Oc2ccccc21
48. COCCCNc1oc(-c2cccs2)nc1S(=O)(=O)c1ccc(C)cc1
47. CCc1ccccc1N(CC(=O)N1CCN(c2ccccc2)CC1)S(C)(=O)=O

compound no. | 46 | 43 | 44 | 40 | 48 | 47
TAG inh | -20.1 | 1.9 | 6.6 | 10.9 | -3.2 | 7.3
TAG inh DAPI viability | -5.0 | -4.6 | 1.3 | -0.9 | 0.2 | 8.8

# Additional structures:
49. O=C(Nc1ccc(Cl)cc1)C1CCCCN1S(=O)(=O)c1ccccc1 (stereo unspecified)
50. O=C(OCC(=O)N(Cc1ccccc1)Cc1ccccc1)c1ccccc1NCCO
51. CC(NCc1ccccc1Cl)C(=O)Nc1ccc(C#N)cc1 (stereo unspecified)
52. CC1CCC(NC(=O)c2ccc(COc3ccccc3)o2)CC1 (stereo unspecified)
53. CCOC(=O)CSc1nc2sc(C(=O)O)c(C)c2c(=O)[nH]1
54. CC1Cc2ccccc2N1C(=O)C1CCN(S(=O)(=O)Cc2ccccc2)CC1 (stereo unspecified)
55. CC(=O)OC1OCCOC1NC(=S)Nc1ccc(C)cc1 (stereo unspecified)
56. COc1ccc(Br)cc1C(=O)Nc1nnn(C)n1

compound no. | 49 | 50 | 51 | 52 | 53 | 54 | 55 | 56
TAG inh | -6.7 | -1.3 | -7.1 | -19.5 | -7.9 | 18.8 | -10.0 | -5.6
TAG inh DAPI viability | 1.5 | 35.3 | 1.2 | -2.0 | -8.6 | 3.6 | -7.4 | 7.3

57. CCNC(=O)C1(C)CCCN(C(=O)c2csc3ccccc23)C1 (stereo unspecified)
58. Cc1c(C(=O)NN2CCOCC2)oc2ccccc12
59. CCOCc1nc2nc(Cl)c(Cl)nc2[nH]1
60. O=C(OCC(=O)N1c2ccccc2Sc2ccccc21)c1ccc[n+]([O-])c1
61. Cc1ccc(OCC(=O)Nc2cc(NC(=O)COc3ccc(C)c(C)c3)cc(C(=O)O)c2)cc1C
62. Cc1noc(C)c1-c1nnc(-c2ccc(OC(F)(F)F)cc2)o1
63. Cc1ccc(S(=O)(=O)NCCC(=O)NCc2cccnc2)cc1
64. CSCCC(NS(=O)(=O)c1cccs1)C(=O)NCc1cccs1 (stereo unspecified)

compound no. | 57 | 58 | 59 | 60 | 61 | 62 | 63 | 64
TAG inh | -7.7 | -8.2 | -8.8 | -6.7 | -0.3 | 7.1 | 14.3 | -29.8
TAG inh DAPI viability | 3.0 | 2.5 | -3.0 | 0.6 | -0.8 | 3.5 | 1.8 | -10.6

65. O=C(Cc1ccsc1)NNC(=O)c1ccc(F)cc1
66. O=C(COc1ccc(S(=O)(=O)N2CCCCC2)cc1)N1CCOCC1
67. Cn1c(-c2ccccc2)cnc1SCC(=O)N1CCCCC1
68. CCCc1nc(SCC(=O)N2CCC(C)CC2)c2c(=O)n(C)c(=O)n(C)c2n1
69. CCCCN(C(=O)CSCC(=O)Nc1ccc(OC)cc1)c1c(N)n(CCC)c(=O)[nH]c1=O
70. O=C1CC(c2c(F)cccc2Cl)C(n2cncn2)C(O)=C1C1NCCc2ccccc21 (stereo unspecified)
71. COc1ccc(CCn2nnnc2C(C(C)C)N2CCC(C(N)=O)CC2)cc1OC (stereo unspecified)
72. COc1ccc(C(=O)Cc2ccc3c(c2)OCO3)c(O)c1

compound no. | 65 | 66 | 67 | 68 | 69 | 70 | 71 | 72
TAG inh | -5.8 | 14.9 | -5.4 | 4.0 | 0.9 | -0.1 | -12.1 | 4.1
TAG inh DAPI viability | 0.8 | -3.2 | 16.1 | -3.9 | 2.7 | 5.2 | 8.4 | -0.8

# Some of the entries so far, with values under each structure.
# Each structure is followed by: TAG inh	TAG inh DAPI viability
68) CCCc1nc(SCC(=O)N2CCC(C)CC2)c2c(=O)n(C)c(=O)n(C)c2n1
    4.0	-3.9
69) CCCCN(C(=O)CSCC(=O)Nc1ccc(OC)cc1)c1c(N)n(CCC)c(=O)[nH]c1=O
    0.9	2.7
65) O=C(Cc1ccsc1)NNC(=O)c1ccc(F)cc1
    -5.8	0.8

# Additional records:
73. Cc1ccc(NC(=O)Nc2cnc3ccccc3c2)cc1
74. COC(=O)C1(S(=O)(=O)c2cc(Br)cc3c2N(C(C)=O)CC3)CC1
75. COc1cccc(OC)c1OCCN1CCC(C(=O)NC(c2ccccc2)c2ncccc2C)CC1 (stereo unspecified)
76. Cc1cc(C)c(C)c(S(=O)(=O)N2CCC(C(=O)NCc3ccco3)CC2)c1C
77. CC(C)NS(=O)(=O)c1ccc(OCC(=O)NCc2ccc3c(c2)OCO3)c(Cl)c1
78. CCCc1[nH]n(-c2nc3ccccc3s2)c(=O)c1C=NCCCOC
79. O=C(O)CCN1C(=O)C2C3c4ccccc4C(c4ccccc43)C2C1=O (stereo unspecified)
80. COc1ccc(C(=O)OCc2c(-c3ccccc3)ncc3ccccc23)cc1

compound no. | 73 | 74 | 75 | 76 | 77 | 78 | 79 | 80
TAG inh | 0.5 | 10.9 | 0.4 | -26.3 | -30.0 | -2.3 | -2.1 | -20.1
TAG inh DAPI viability | -1.6 | -15.8 | 14.5 | 0.1 | 6.9 | 4.8 | -1.5 | -8.0

81. COc1cc2oc3ccc(C#Cc4ccccn4)cc3c(=O)c2cc1OC
82. CCN(C[C@H]1N[C@@](CC)(C(=O)OC)[C@H]2C(=O)N(Cc3ccccc3)C(=O)[C@@H]12)S(=O)(=O)c1ccc(OC(F)(F)F)cc1
83. O=C(Cn1nnc(-c2cccs2)n1)NCc1cccs1
84. CC(c1nnc(SCC(=O)Nc2cccnc2Cl)n1-c1ccccc1)N(C)C (stereo unspecified)
85. COc1ccc(CCNC(=O)CSc2nc(C)cc(C)n2)cc1OC
86. Cc1ccc(Oc2cc(-n3nc(C)cc3C)ncn2)cc1
87. Cc1ccccc1-c1cc(C(=O)Nc2sc(C)c(C)c2C(N)=O)c2ccccc2n1
88. CCN(CC)C(=O)Cn1cc(C(=O)C(=O)N(C)C2CCN(C)CC2)c2ccccc21

compound no. | 81 | 82 | 83 | 84 | 85 | 86 | 87 | 88
TAG inh | 3.6 | 38.1 | 19.7 | 13.9 | -5.5 | -21.8 | 7.9 | 9.0
TAG inh DAPI viability | 94.3 | -16.0 | 4.3 | 12.9 | -9.2 | 1.2 | 1.7 | 18.4

# Record cards, from the list above. Values in the order: TAG inh, TAG inh DAPI viability
# COc1ccc(C(=O)OCc2c(-c3ccccc3)ncc3ccccc23)cc1 across the screens: -20.1, -8.0
# Cc1noc(C)c1-c1nnc(-c2ccc(OC(F)(F)F)cc2)o1 across the screens: 7.1, 3.5

# (further entries)
89. O=S(=O)(Nc1ccccc1N1CCOCC1)c1ccc(Cl)s1
90. COc1cc(C(=O)NC(=S)NNC(=O)c2ccc3c(c2)OCO3)cc(OC)c1OC
91. COc1ccc(N2CCN(C(=O)CCCn3c(=O)[nH]c4cc(Cl)ccc4c3=O)CC2)cc1
92. c1ccc(CSC2=NCCCN2)cc1
93. COc1ccc(CCNC(=O)Cn2nnc(-c3ccc(N(C)C)cc3)n2)cc1OC
94. COc1ccccc1CC(=O)N1CCCC1
95. COc1ccc(OCc2nc3ccccc3n2C(C)C)cc1

compound no. | 89 | 90 | 91 | 92 | 93 | 94 | 95
TAG inh | 11.7 | 2.3 | 28.9 | 1.2 | 34.5 | -1.7 | -12.3
TAG inh DAPI viability | -1.8 | 20.9 | -12.0 | -4.7 | -8.5 | -4.2 | -5.0

# Screens (PubChem BioAssay)

# An excerpt, so the mix of outcomes need not match the whole.
